Bioassay records as filed in PubChem.
RBBP9 inh: blocks human serine hydrolase RBBP9; inhibition, % at 7.94 µM; recombinant RBBP9, FP-Rh probe fluorescence polarization; 220,000 tested, 0.2% active;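 active = inhibition above the campaign mean of all tested compounds plus 3 SD, cut at about 14% in these data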;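 also: plate controls were DMSO wells with RBBP9 for no effect and wells lacking RBBP9 protein for full effect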
Target sequence (O75884 whole entry, looked up): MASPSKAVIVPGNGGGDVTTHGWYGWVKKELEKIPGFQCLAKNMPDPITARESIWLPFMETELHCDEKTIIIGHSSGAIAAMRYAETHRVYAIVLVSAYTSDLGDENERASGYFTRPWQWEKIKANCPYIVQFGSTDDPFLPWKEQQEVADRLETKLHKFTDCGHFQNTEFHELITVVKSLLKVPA
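System: RBBP9 protein / Buffer or medium: Tris/NaCl buffer pH 8.0 with 0.1% Pluronic / Probe or stimulus: Serine-hydrolase probe FP-Rh, 375 nM pre-mixing / Dosing: 7.94 µM single dose, 0.794% DMSO / Times: enzyme-compound preincubation 30 min, then probe labeling 45 min, 25 °C / Technique: fluorescence polarization (mP), excitation 525 nm, emission 598 nm / Replication: singlicate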
PERK inhibitor: inhibitors of human PERK kinase; inhibition, % at 5.6 µM; 220,000 tested, 0.17% active; CHO PERK-DD fusion, SEAP luminescence translation reporter; Q9NZJ5;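 active = inhibition above the mean inhibition of all tested compounds plus 3 SD, set separately per screening campaign, cut at about 2.9% in these data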;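 also: PERK kinase domain activated by AP20187 dimerizer at 100 nM; 0% = DMSO with dimerizer and 100% = rapamycin at 8.4 µM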
Runt-SMMHC FRET: Runt domain-CBFb-SMMHC interaction inhibition. AID 1434. Cerulean-Runt/Venus-CBFb-SMMHC FRET ratio 530/480, 1 h. Q01196+Q13951. inhibition, % at 20 µM. 220,000 tested, 0.74% active;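 active = mean inhibition across duplicate retests at 20 µM reaching about 50%, limit read from the data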;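 also: 0% = DMSO wells and 100% = wells with excess untagged CBFb-SMMHC; inhibitors lower the FRET ratio by blocking Runt binding to CBFb-SMMHC; some results filed as inactive read as strong as hits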
EP2 modulator: EP2 receptor (human) modulation. EP2-expressing cells, cAMP HTRF FRET, PGE2 co-stimulation. induction, % at 25 µM. P43116. 260,000 tested, 0.83% active;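 active = compounds whose cAMP rise, as percent of the full-agonist control response, exceeds 60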;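 also: rat C6 glioma line stably carrying human EP2 under a CMV promoter; the protocol text gives 20 µM as final concentration; 100% = response of wells given 1 µM PGE2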
Target sequence (P43116 whole entry, looked up): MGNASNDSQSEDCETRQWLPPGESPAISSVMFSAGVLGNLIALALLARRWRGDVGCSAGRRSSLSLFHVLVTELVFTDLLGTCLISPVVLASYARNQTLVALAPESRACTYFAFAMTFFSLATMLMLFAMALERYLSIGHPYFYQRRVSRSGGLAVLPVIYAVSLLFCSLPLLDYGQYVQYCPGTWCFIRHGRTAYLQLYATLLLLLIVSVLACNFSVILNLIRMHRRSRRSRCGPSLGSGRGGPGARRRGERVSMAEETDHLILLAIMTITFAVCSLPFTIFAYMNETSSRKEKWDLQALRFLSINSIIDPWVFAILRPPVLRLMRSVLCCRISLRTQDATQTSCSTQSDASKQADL
TNF necrop inh: inhibitors of TNF-alpha induced necroptosis in Jurkat FADD-/- cells. Jurkat FADD-/- TNF necroptosis rescue, ATP luminescence, 24 h; 0 = TNF only, 100 = no-TNF cells. activation (protection from cell death), % at 10 µM. 220,000 tested, 0.068% active;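 active = activation, meaning protection from cell death, of at least 50% relative to plate controls; inactive = activation below 50%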;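 also: necroptosis triggered by 40 ng/mL TNF-alpha added together with compound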
L929 necroptosis: L929 zVAD cell death inhibition. AID 1377. L929 zVAD necroptosis rescue, ATP luminescence, 24 h; with zVAD 60 µM. 220,000 tested, 0.38% active. viability rescue, % at 10 µM;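 active = activation, scaled between plate controls, above about 75%, limit read from the data; inactive = activation under that limit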;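 also: 0% = zVAD with DMSO and 100% = DMSO alone without zVAD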
Runt-CBFb FRET: Runt domain-CBFb interaction inhibition | 220,000 tested, 0.46% active | inhibition, % at 20 µM | Cerulean-Runt/Venus-CBFb FRET ratio 530/480, 1 h | Q01196+Q13951 | AID 1496;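 active = inhibition over about 50% at 20 µM in the single-dose screen, limit read from the data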;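 also: 0% = DMSO wells and 100% = excess unlabeled CBFb competitor control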
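Measured by: fluorescence energy transfer, 422 nm excitation, 530/480 nm emission; Assay system: Cerulean-Runt domain; Medium: Tris pH 7.5 buffer with BSA; Measure: loss of energy transfer signal; Controls: 5 µM unlabeled CBFb as full-inhibition high control; Incubation: protein complex preformed 1 h, compound exposure 1 h, room temperature, dark.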
PGE2 EP2 inh: inhibitors of human EP2 prostaglandin E2 receptor; C6 glioma cells expressing human EP2, cAMP TR-FRET; cells stimulated with saturating PGE2; inhibition, % at 25 µM; 260,000 tested, 0.52% active;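 active = percent inhibition above 40 after rounding to a whole number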;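 also: rat C6 glioma host cells with rolipram phosphodiesterase inhibitor present; the protocol text gives 20 µM as final concentration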
Hck-Nef inh: human Hck-Nef kinase inhibition; P08631; Recombinant Hck-YEEI plus Nef, Z-Lyte FRET kinase assay; inhibition, % at 20 µM; 220,000 tested, 0.68% active; AID 463187;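 active = Hck-Nef kinase inhibition above about 50%, limit read from the data; inactive = inhibition below that limit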;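 also: 0% = DMSO with Hck plus Nef and 100% = Hck alone without Nef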
Target sequence (P08631 whole entry, looked up): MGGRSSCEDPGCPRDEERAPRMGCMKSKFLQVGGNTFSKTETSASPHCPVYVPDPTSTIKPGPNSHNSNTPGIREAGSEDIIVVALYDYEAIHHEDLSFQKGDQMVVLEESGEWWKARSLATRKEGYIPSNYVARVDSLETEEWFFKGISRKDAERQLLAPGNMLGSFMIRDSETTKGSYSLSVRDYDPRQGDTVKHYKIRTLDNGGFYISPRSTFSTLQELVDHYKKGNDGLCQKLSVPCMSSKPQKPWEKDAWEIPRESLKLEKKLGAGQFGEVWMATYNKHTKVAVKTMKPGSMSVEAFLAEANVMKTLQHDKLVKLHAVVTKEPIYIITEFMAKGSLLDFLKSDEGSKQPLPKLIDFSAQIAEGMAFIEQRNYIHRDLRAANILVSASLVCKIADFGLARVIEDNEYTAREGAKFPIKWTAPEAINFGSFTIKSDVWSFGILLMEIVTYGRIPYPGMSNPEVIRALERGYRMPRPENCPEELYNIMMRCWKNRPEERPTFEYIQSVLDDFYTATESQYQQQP
* hit, by the source's call; . = not tested or not shown; & = joins results of further samples; ! = not confirmed by another sample. An excerpt. The share of hits here may be higher or lower than overall.

SMILES	RBBP9 inh	PERK inhibitor	Runt-SMMHC FRET	EP2 modulator	TNF necrop inh	L929 necroptosis	Runt-CBFb FRET	PGE2 EP2 inh	Hck-Nef inh
COc1ccc(S(=O)(=O)N(C)c2ccc(C(=O)N3CCCC3)cc2)cc1	-1	0.0	-4	-12	0.1	-0.2	0	2	18
Nc1ncnc(Nc2ccc(F)c(Cl)c2)n1	6	0.2	2	-18	-1.7	1.1	2	6	32
Cc1sc(NC(=O)c2cccs2)c(C(N)=O)c1C	2	-0.4	4	19	-0.5	75*	6	29	9
Cc1ccc(-c2nnc3sc(CCc4ccccc4)nn23)cc1	-5	0.5	-2	-3	-3.4	0.2	2	2	1
O=Cc1cc(N=Nc2cccc(C(=O)O)c2)ccc1O	18*	1.1	-8	5	-0.1	1.6	2	1	26
COCCOC(=O)C1=C(C)NC(=S)NC1c1cccs1 (stereo not given)	-1	0.6	0	25	-0.2	-1.5	2	9	19
N#CCc1nc2n(n1)Cc1ccccc1-2	7	2.1	-7	17	-0.4	0.2	-3	9	1
COc1ccc([N+](=O)[O-])cc1NC(=O)COC(=O)c1ccccn1	-12	0.8	-6	11	0.4	1.6	1	5	31
Cc1ccc(S(=O)(=O)Nc2ccc(-c3nc4cc(NS(=O)(=O)c5ccc(C)cc5)ccc4o3)cc2)cc1	-32	-1.1	-7	-27	-5.6	-0.8	-1	13	9
Cc1c(C(=O)NCc2ccco2)cccc1[N+](=O)[O-]	3	0.3	-2	-41	1.2	0.5	0	3	4
C=CCn1c(CNc2ccccc2)nnc1SCC(=O)N/N=C/c1ccc(O)cc1O	-7	1.3	0	16	-5.2	0.3	1	4	2
Cc1ccc(S(=O)(=O)NC2(C(F)(F)F)NC(=O)N(C)C2=O)cc1 (stereo not given)	-4	0.6	-2	1	-2.1	-0.3	0	-2	6
COc1ccccc1/C=C/C1NC(=O)NC(C)=C1C(=O)OC(C)C (stereo not given)	-5	-0.3	2	5	0.7	12	0	9	15
CN1CCC2(CC1)C1CN(C)CC=C1C(C#N)=C(N)C2(C#N)C#N (stereo not given)	13&-1	1.3&0.0	75*	15&-1	0.4&-0.5	0.9&1.6	71*!	3	8&5
COc1ccccc1N1C(=O)C2C(C(=O)c3ccccc3)=NN(c3ccccc3OC)C2C1=O (stereo not given)	-3	0.0	-148	-53	2.2	-0.2	-99	10	-14
CCCCn1c(=O)n(CC(O)c2ccccc2)c(=O)c2c1ncn2C1CCCC1 (stereo not given)	-9	-0.8	2	20	-3.8	-0.1	-1	7	1
CC1(C)Cc2ccccc2C(NN=C2CCCC2)=N1	-1	0.9	-2	17	0.3	-0.7	0	7	24
Cc1ccc(-n2nc3c(c2NC(=O)c2ccccc2Br)CS(=O)C3)cc1 (stereo not given)	-3	-0.1	2	10	0.8	-0.2	2	10	-1
CC(C)CCNC(=O)CSc1nc2ccccc2c(=O)[nH]1	-2	0.3	1	27	-0.3	0.9	-2	8	4
Cc1ccc(S(=O)(=O)c2c(N)n(NC(=O)c3ccccc3C)c3nc4ccccc4nc23)cc1	-8	-1.1	12	-18	-0.2	-0.5	1	9	9
CCOc1ccc(N=C(/C(C(=O)C(=O)N2CCOCC2)=C(\O)c2ccccc2)c2ccccc2)cc1	-4	0.4	-1	22	-1.2	0.2	0	12	6
CC(=O)Nc1cccc(C(=O)OC(C(=O)c2ccc(C)c(C)c2)c2ccccc2)c1 (stereo not given)	1	-1.4	1	2	-9.3	83*	-3	4	-1
Cc1cccc(C2c3[nH]c4ccccc4c3CCN2C(=O)c2cc(C(C)C)nc(N)n2)n1 (stereo not given)	-3	-0.6	0	-74	-1.2	3.8	-3	7	14
CCCOc1ccc(NC(=O)CC2C(=O)N(CC)C(=S)N2Cc2cccs2)cc1 (stereo not given)	-6	-1.4	1	-16	1.8	0.4	-1	10	-1
O=C(Nc1ccc(N2CCN(C(=O)c3ccco3)CC2)cc1)c1ccccc1	-6	-0.2	2	-35	5.1	0.2	2	8	16
O=S1(=O)N=C2CCCCCN2C(c2ccc(Cl)cc2)N1 (stereo not given)	-3	1.5	3	17	-0.6	2.2	0	4	0
CCOc1ccccc1/C=N/NC(=O)c1cccc(Cl)c1	0	0.9	-1	-71	0.6	0.3	2	2	5
CCC(C)NC(=O)C1c2ccccc2C(=O)N1Cc1ccc(OC)cc1OC (stereo not given)	8	-1.1	-1	16	1.1	0.4	2	9	0
COc1cc(C2CC(=O)c3cnc(N4CCN(Cc5ccccc5)CC4)nc3C2)cc(OC)c1OC (stereo not given)	-1	-1.6	-5	17	-8.4	0.3	-8	8	1
Cc1ccc(NC(=O)C2CCCN(C(=O)c3ccc(Cl)cc3)C2)c(C)c1 (stereo not given)	-5	-0.5	0	5	0.0	2.4	0	7	-21
O=C(CCNS(=O)(=O)c1ccc(Br)s1)N1CCN(c2ccccc2)CC1	-6	0.1	5	0	-1.4	0.6	0	9	0
CCOC(=O)/C(C(N)=NCC(C)C)=C(/O)c1ccccc1	3	-0.1	-4	20	0.1	-0.2	.	21	2
CCOC(=O)C(C)Oc1cccc2c(=O)n(CC(=O)NCCc3ccccc3)ccc12 (stereo not given)	-5	-0.7	-2	-17	0.7	0.8	-3	9	15
COc1ccc(CSCC(=O)NN=C2CCN(C)CC2)cc1	-3	1.3	0	30	1.0	1.0	0	3	1
CC(C)Oc1ccc(/C(O)=C2/C(=O)C(=O)N(CCN3CCOCC3)C2c2ccccc2)cc1 (stereo not given)	-4	1.4	-3	31	0.2	0.9	2	14	0
N#CC1=C(Nc2ccc(Br)cc2)CCC1	-12	-0.4	-4	-4	-3.5	-0.4	1	6	1
CC(=O)CCS(=O)(=O)c1ccc(Oc2ccc(S(=O)(=O)CCC(C)=O)cc2)cc1	5	0.7	2	11	-16	-1.2	-2	6	8
Cn1c(COc2ccccc2)nnc1SCC(=O)Nc1ccc(N2CCOCC2)c(Cl)c1	-8	-1.4	-4	-5	0.0	-0.8	-2	5	7
COc1ccc(S(=O)(=O)N2CCN(C3Cc4ccccc4C3)CC2)cc1	-7	-0.6	1	-61	4.5	0.3	1	11	2
COc1c(O)ccc2cnn(-c3ccccc3C)c(=O)c12	-7	-0.1	6	24	-1.3	1.2	0	9	11
CCCSc1nc(C)c(-c2csc(C(C#N)=C3CCCC3)n2)cc1C#N	0	1.7	-11	13	-0.2	-0.2	34	11	34
CC(C(=O)NC(C)(C)C)N1C(=O)c2cccc3cccc(c23)C1=O (stereo not given)	-10	0.3	-2	3	-0.3	1.6	1	3	0
CCN(CC(=O)Nc1ccc(N2CCOCC2)cc1)Cc1nc2ccccc2c(=O)[nH]1	-5	0.5	0	4	-0.7	0.6	.	6	2
COc1ccc(NC(=O)COC(=O)[C@@H]2CCCN2C(=O)c2cccs2)c(OC)c1	0	-0.3	6	27	-1.3	0.3	0	7	-3
Cc1nc2ccccn2c1C(=O)/C=C/c1cccc([N+](=O)[O-])c1	-6	-0.7	-1	-16	-11	57	2	4	31
CCOCCCNc1nc2c(c(=O)n(C)c(=O)n2C)n1CCCc1ccccc1	-2	-1.0	0	5&12	-1.6	0.9	-3	7&14	-2
CC(C)CNC(=S)NC1CC2CCCC(C1)N2Cc1cccs1 (stereo not given)	2	-1.2	3	-28	-3.6	-0.2	1	2	5
O=S1(=O)CC=C(CSc2nc3ccccc3[nH]2)C1	-1	0.2	2	11	-2.9	0.3	-2	18	1
CCOc1cc(C)nc(N2CCC(C(=O)Nc3ccccc3OCC)CC2)n1	-9	0.4	0	92*!	-1.3	-0.1	-1	-6&12	5
Cc1ccc(C(=O)Nc2cccc(C(=O)N3CCOCC3)c2)cc1	-12	-1.6	1	-26	0.7	-1.0	-3	7	-21

(listing goes on)
SMILES	RBBP9 inh	PERK inhibitor	Runt-SMMHC FRET	EP2 modulator	TNF necrop inh	L929 necroptosis	Runt-CBFb FRET	PGE2 EP2 inh	Hck-Nef inh
Cc1ccc(C(=O)N2CCN(c3ccc(NC(=O)CSc4ccc(Cl)cc4)cc3)CC2)cc1	-3	0.6	0	-4	0.7	0.9	0	7	7
CCC(C)(C)n1nnnc1C(c1cc2ccc(OC)cc2[nH]c1=O)N1CCN(C2CCCCC2)CC1 (stereo not given)	-3	-0.7	-2	11	1.6	-0.1	5	9	1
Cc1cnc(CN2CCc3c([nH]c4ccccc34)C2C2CCCCC2)[nH]1 (stereo not given)	-6	-0.9	-4	1	1.3	-0.1	0	7	16
Cc1cc(OCCCN2CCN(Cc3ccccc3)CC2)ccc1[N+](=O)[O-]	-6	-1.5	-9	-39	2.2	2.1	-2	3	9
CCCCOC(=O)c1ccc(NC(=O)C(CCS(C)(=O)=O)NC(C)=O)cc1 (stereo not given)	-5	1.1	-3	-7	0.1	0.3	0	11	5
CCOC(=O)N1CCC(NC(=O)C2CCN(C(=O)c3cc4sccc4n3CC)CC2)CC1	-7	-1.8	1	16	-1.9	-0.5	0	6	-8
O=[N+]([O-])c1ccc(N2CCN(CCOc3nonc3-c3ccccc3)CC2)c(Cl)c1	-1	-0.2	-6	-2	-5.1	-0.1	.	10	1
Nc1nc(N2CCCCC2)nc2ccccc12	1	-0.3	-3	36	2.6	0.1	1	.	3
CCOC(=O)Cc1nc2nc(C)cc(C)n2n1	-2	2.2	-3	-18	-0.9	2.4	0	6	6
O=C(N/N=C\c1ccc(-c2ccccc2[N+](=O)[O-])o1)C1COc2cc3ccccc3cc2O1 (stereo not given)	-19	-0.7	-3	-61	-6.6	0.8	8	13	0
CCS(=O)(=O)n1nc(-c2ccc(Cl)cc2)nc1N	5	0.0	0	-9	27	1.8	1	12	-2
COCCn1c(=O)[nH]c2cc(C(=O)NCC3CCCO3)ccc2c1=O (stereo not given)	7	2.5	1	29	-0.2	1.6	2	18	5
Cc1ccsc1/C=N/NC(=O)CNC(=O)c1cccc([N+](=O)[O-])c1C	-3	-0.1	1	-33	1.4	0.8	0	4	22
CCOc1cc(NS(=O)(=O)c2ccc(OC)cc2)c(OCC)cc1NC(C)=O	-9	-0.8	1	-3	1.2	34	-1	9	16
O=C(c1ccccc1)N1CCN(c2ccc([N+](=O)[O-])c(NCC3CCCO3)c2)CC1 (stereo not given)	-5	-1.1	0	-14	-0.6	1.0	-3	9	-3
CCOC(=O)c1nnn(-c2nc(N3CCCC3)nc(N3CCCC3)n2)c1-c1ccccc1	-3	-0.3	-1	50	-0.4	2.0	1	.	0
